A-T KAP1 phos – candidate therapy for ataxia-telangiectasia. hit rate 0.19% among 320,000. […] A-T fibroblasts, KAP-1 phosphorylation AlphaLISA; neocarzinostatin DNA damage 30 min before lysis. Potency, µM (titrated, usually from 57.5 µM), inactives show top-dose activation, actives largely listed as activators; note: potency is the fitted concentration of half-maximal effect; % of control where 0% means no effect; nearly all actives have a fitted effect of over 45% in size
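ATM-like activity read as KAP-1 phosphorylation via AlphaLISA donor/acceptor antibody pairs after lysis and 6 hr at 25C. Cells were ATM-null patient fibroblasts ([…], hTERT), dosed 60 min, then exposed to the DSB inducer NCS for 30 min.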
hERG WT inh – KCNH2 (human, wildtype) channel inhibition | AID 720551 | U2OS, BacMam KCNH2, thallium flux FluxOr; active compounds read low | Q12809 | hit rate 0.37% among 340,000 | activity change, % at 1.84 µM;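 active = maximum activity change below -70%; inconclusive = maximum activity change between -70% and -50%; inactive = maximum activity change above -50%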; note: % is set by controls: 0 for no effect and ±100 for the full control effect
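U2OS cells transduced with wild-type KCNH2 virus are loaded with FluxOr dye for 45 min, and thallium flux is measured in kinetic reads before and after stimulation buffer. Rate constants are normalized to DMSO controls.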
CXXC DNA block – inhibitors of human MLL CXXC domain-DNA interaction. MLL-CXXC / FITC-HOXA9 DNA fluorescence polarization. hit rate 0.037% among 290,000. AID 2662. Potency, µM (highest dose often 115 µM), for the others: at the top dose activity change, negative = inhibition, most hits filed as inhibitors. Q03164; active = well fitted inhibition curve with a large enough effect in the polarisation, with a control signal flat, not every such curve was filed as active; inconclusive = small, poorly fitted or top-dose-only effect, or effect the other way, or a change in a side signal; inactive = no such curve, though single readings can be large or run the other way; the % refers to the polarisation; note: potency is the fitted concentration of half-maximal effect
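Purified MLL-CXXC (added from a 7 uM solution) was preincubated 5 min at ambient with pinned compounds in 50 mM Tris-HCl pH 7.5, 50 mM NaCl, 1 mM DTT, 0.05% BSA. Fluorescein-labeled HOX-A9 DNA (50 nM solution) followed, 30 min, then polarization read.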
S-ASM inh – inhibitors of human secretory acid sphingomyelinase; hit rate 0.006% among 340,000; Potency, µM (titrated, usually from 57.5 µM), without a hit: at the highest dose activity change, negative = inhibition, usual class: inhibitors; placental ASM, HMU-PC fluorogenic substrate, 60 min; P17405; note: potency is the fitted concentration of half-maximal effect
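Human placenta-derived ASM preincubated with compound 10 min at room temperature, then reacted with 9 uM (final) fluorogenic HMU-PC substrate for 60 min at 37 C. Stop solution raises pH to 10; fluorescence read at Ex 386/Em 447 nm.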
a7 integrin act – activates integrin-mediated alleviation for muscular dystrophy; alpha7betagal myoblasts, beta-gal FDG fluorescence, 48 h; Potency, µM (series often up to 38.3 µM), inactives show at the top dose activation, most hits filed as activators; hit rate 0.064% among 350,000;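 note: potency is the fitted concentration of half-maximal effect; 100% = response of the positive control SU9516; nearly all actives have a fitted effect of over 60% in size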
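alpha7betagal+/- myoblasts (passage 13, 250/well) treated 48 h at 37C with compounds at 1:260 dilution of DMSO stock. Lysed, then beta-galactosidase activity read as FDG fluorescence (ex 480/em 540) after 30 min, with pre-read for autofluorescence.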
FBPA coupling cs – counter-screen for Giardia aldolase inhibitors: coupling enzyme system; hit rate 0.67% among 290,000; activity change, negative = inhibition, % at 58.2 µM, hits read low; coupling enzyme system counterscreen, AmpLite Red fluorescence; in the data active = activity change below about -30%; note: % is set by controls: 0 for no effect and ±100 for the full control effect
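First, compound is pin-transferred into glyceraldehyde-3-phosphate coupling-enzyme reagent at 57.5 uM final and held 10 min at RT. Next, substrate, coupling system and AmpLite Red are added. After 20 min RT, fluorescence (525/598 nm) is read.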
MBNL1 CUG block – MBNL1-poly(CUG) RNA binding inhibition; Q9NR56; TR-FRET MBNL1-His/biotin-(CUG)12 binding, 665/545 ratio; Potency, µM (series often up to 57.5 µM), for inactives: at the highest dose activity change, negative = inhibition, hits mostly inhibitors; hit rate 0.036% among 280,000; active = well fitted inhibition curve with a large enough effect in the signal ratio, with a control signal flat, not every such curve was filed as active; inconclusive = small, poorly fitted or top-dose-only effect, or effect the other way, or a change in a side signal; inactive = no such curve, though single readings can be large or run the other way; the % refers to the signal ratio; note: potency is the fitted concentration of half-maximal effect; % is set by controls: 0 for no effect and ±100 for the full control effect
Target sequence (Q9NR56 whole entry, looked up): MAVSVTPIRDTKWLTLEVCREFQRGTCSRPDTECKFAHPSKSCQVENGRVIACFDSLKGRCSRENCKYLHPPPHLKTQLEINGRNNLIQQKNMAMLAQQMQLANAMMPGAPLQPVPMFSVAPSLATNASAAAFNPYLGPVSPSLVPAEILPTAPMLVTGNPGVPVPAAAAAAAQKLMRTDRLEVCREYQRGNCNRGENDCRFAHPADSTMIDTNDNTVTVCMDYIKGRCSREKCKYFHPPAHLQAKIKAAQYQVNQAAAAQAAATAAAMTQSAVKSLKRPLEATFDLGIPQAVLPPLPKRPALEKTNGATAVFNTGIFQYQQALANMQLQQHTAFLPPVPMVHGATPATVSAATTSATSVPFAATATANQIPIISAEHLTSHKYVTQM
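Inhibition of protein-RNA binding appears as loss of TR-FRET between terbium anti-His antibody on MBNL1-His and streptavidin-XL665 on biotin-(CUG)12. Activity is normalized to buffer-only and uninhibited-complex controls.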
GALK inhibitor – blocks human galactokinase activity; hit rate 0.007% among 270,000; AID 1868; Potency, µM (top dose mostly 57.5 µM), for the others: at the highest dose activity change, negative = inhibition, usual class: inhibitors; P51570; Purified GALK, Kinase-Glo residual ATP luminescence; note: potency is the fitted concentration of half-maximal effect; % is set by controls: 0 for no effect and ±100 for the full control effect
Target sequence (P51570 whole entry, looked up): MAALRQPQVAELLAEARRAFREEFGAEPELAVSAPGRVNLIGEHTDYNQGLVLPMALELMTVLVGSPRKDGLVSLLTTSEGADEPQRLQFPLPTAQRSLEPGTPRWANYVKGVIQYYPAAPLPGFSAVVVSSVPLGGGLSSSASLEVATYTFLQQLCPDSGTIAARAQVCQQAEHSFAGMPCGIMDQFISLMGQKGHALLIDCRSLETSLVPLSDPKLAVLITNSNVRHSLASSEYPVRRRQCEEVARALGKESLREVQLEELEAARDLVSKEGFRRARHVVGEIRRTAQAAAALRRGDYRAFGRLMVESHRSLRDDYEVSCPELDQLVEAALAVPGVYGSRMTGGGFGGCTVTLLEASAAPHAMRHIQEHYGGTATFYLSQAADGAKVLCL
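Galactose (100 uM) and ATP (35 uM) were turned over by 5 nM GALK for 1 h at RT. Kinase-Glo Plus then converted the remaining ATP into a luminescent signal.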
KCNH2 3.1 inh – KCNH2 3.1 (human) potassium channel inhibition; U2OS KCNH2 3.1, thallium flux FluxOr; active compounds read low; activity change, % (tested at about 1.8 µM); hit rate 0.95% among 340,000;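 active = maximum activity change below -70%; inconclusive = maximum activity change from -70% to -50%; inactive = maximum activity change above -50%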;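 note: thallium influx rate constant from kinetic fluorescence after stimulation buffer; % is set by controls: 0 for no effect and ±100 for the full control effect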
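Normalized rate constant (relative to positive and negative DMSO controls) derived from a 2 min kinetic fluorescence read after stimulation; U2OS cells expressing the 3.1 isoform via virus at 1.77 x 10^8 /mL.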
TRPV1 ag – agonists of human vanilloid receptor 1 (TRPV1); TRPV1-expressing cells, Fluo-8 calcium influx, agonist mode; activation, % at 8.33 µM; hit rate 0.19% among 320,000; Q8NER1; in the data active = activation above about 80%; inconclusive = between about 30% and that limit; note: 0% is about no effect
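Cells expressing TRPV1 were dye-loaded with Fluo-8 and read kinetically: 10 s baseline, 3 min after compound (agonist portion), then 2 min after EC20 capsaicin (allosteric enhancer portion). Calcium-bound dye fluorescence at 480/520 nm.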
Numbers without * were called inactive; ? = inconclusive; nt = not tested or not shown; [ ] = another dose, or the depositor's remark. Unless noted, calls come from the whole dose curve; as a rule, active = well fitted curve in the direction sought with a large enough effect; inconclusive = small, poorly fitted or top-dose-only effect, or another doubt; inactive = no such curve, though single readings can be large; an effect the other way counts as inactive or inconclusive.

SMILES	A-T KAP1 phos	hERG WT inh	CXXC DNA block	S-ASM inh	a7 integrin act	FBPA coupling cs	MBNL1 CUG block	GALK inhibitor	KCNH2 3.1 inh	TRPV1 ag
COc1ccccc1CN1CC(C(=O)N(C)Cc2ccc(C)o2)CCC1=O (stereo not given)	-1%	-20	24%	3%	-8%	nt	-3%	-5%	-4	-1
CCCn1nc(C(=O)N2CCc3ccccc3C2)c2ccccc2c1=O	5%	3	0%	4%	1%	2	-5%	-4%	8	6
COc1ccc(NC(=O)CCCNC(=O)Cn2cnc3sc4c(c3c2=O)CCCC4)c(OC)c1	-6%	-24	-13%	0%	?	5	?	2%	-11	5
COc1cc(NC(=O)CN2CCN(c3ccccn3)CC2)cc(OC)c1OC	-5%	12	29%	5%	-12%	0	0%	-3%	21	-2
CC(C)(C)c1[nH]nc2c1C(c1cccnc1)C(C#N)=C(N)O2 (stereo not given)	0%	-8	-7%	0%	-21%	-4	-2%	1%	1	1
O=C(CSc1nc2ccccc2n1CC(=O)N1CCOCC1)N1CCCC1	nt	-1	-6%	1%	-6%	6	?	0%	-4	4
Cc1cc(=O)oc2c3c(cc(OCC(=O)N[C@H](C(=O)O)c4ccccc4)c12)OC(C)(C)CC3	-17%	0	13%	91%[activator]	22%	10	14%	nt	8	-2
CCC(C)NC(=O)c1csc2c1CCCCC2 (stereo not given)	0%	4	-4%	6%	0%	-4	-4%	-3%	-2	12
COc1ccccc1N1CCN(CC(O)COc2c(OC)cccc2OC)CC1 (stereo not given)	3%	6	-7%	0%	-4%	-2	-6%	-1%	-6	-2
Cc1ccc(C(C)C)cc1OCC(=O)NNC(=O)Nc1ccccc1	-9%	6	-11%	0%	20%	1	-3%	nt	2	9
O=C1CC(N2CCN(Cc3ccccc3)CC2)C(=O)N1c1ccccc1 (stereo not given)	-2%	2	-3%	3%	-8%	2	2%	-5%	-1	-3
CN(C)C(=O)CCc1nc(-c2ccc(C(C)(C)C)cc2)no1	4%	-41	16%	4%	7%	0	1%	1%	-33	-2
Cc1cc(C)cc(NC(=O)CCCCCN2C(=O)[C@@H]3Cc4ccccc4CN3C2=O)c1	25%	7	13%	-1%	-21%	nt	1%	-4%	7	1
Cc1cccc(Oc2cc(NC(=O)c3ccccc3)cc([N+](=O)[O-])c2)c1	13%	-14	-11%	-19%	-50%[inhibitor]	-8	8%	0%	-23	3
O=C1NCCc2c1[nH]c1ccc([N+](=O)[O-])cc21	8%	6	2%	-1%	?	0	?	8%	2	-2
S=C(Nc1ccccc1Cl)Nc1ccc(Cl)cc1Cl	2%	0	1%	-1%	-23%	0	-8%	1%	-7	0
CC(C)n1c(SCC(=O)NC2CCCCC2)nnc1-c1ccco1	-2%	11	-1%	4%	-26%	0	-3%	15%	-23	0
Cn1c(=O)c2c(nc(NCc3ccc4c(c3)OCO4)n2Cc2ccc(F)cc2)n(C)c1=O	-5%	3	15%	-15%	-48%[inhibitor]	1	6%	-1%	-10	-9
CCn1c(=O)cc(OCC(=O)Nc2ccc(OC)c(OC)c2)c2ccccc21	-3%	-9	-3%	-2%	38%	4	-7%	13%	7	3
O=C(NC1CCCc2ccccc21)C1CCN(S(=O)(=O)c2cccc3nonc23)CC1 (stereo not given)	nt	-14	4%	-1%	-10%	4	15%	3%	-3	0
COc1cccc(NC(=O)NCCc2ccc(Cl)cc2)c1	-1%	2	-13%	1%	0%	-1	-7%	0%	7	?
Cc1cc(C[n+]2ccsc2N)c2ncccc2c1	10%	-4	-11%	-6%	?	2	5%	-2%	4	-5
CCN(CC)S(=O)(=O)c1ccc(C(=O)N2CCN(C3=NS(=O)(=O)c4ccccc43)CC2)cc1	1%	48	3%	-1%	4%	nt	-7%	-8%	-22	-4
COc1ccc(CC(C)NS(=O)(=O)c2ccc3c(c2)CCN3S(C)(=O)=O)cc1OC (stereo not given)	14%	-5	16%	1%	-37%	nt	-14%	0%	28	3

Sorted by length of the SMILES (low to high): part of the list above
SMILES	A-T KAP1 phos	hERG WT inh	CXXC DNA block	S-ASM inh	a7 integrin act	FBPA coupling cs	MBNL1 CUG block	GALK inhibitor	KCNH2 3.1 inh	TRPV1 ag
CCC(C)NC(=O)c1csc2c1CCCCC2 (stereo not given)	0%	4	-4%	6%	0%	-4	-4%	-3%	-2	12
COc1cccc(NC(=O)NCCc2ccc(Cl)cc2)c1	-1%	2	-13%	1%	0%	-1	-7%	0%	7	?
O=C1NCCc2c1[nH]c1ccc([N+](=O)[O-])cc21	8%	6	2%	-1%	?	0	?	8%	2	-2
CN(C)C(=O)CCc1nc(-c2ccc(C(C)(C)C)cc2)no1	4%	-41	16%	4%	7%	0	1%	1%	-33	-2
O=C(CSc1nc2ccccc2n1CC(=O)N1CCOCC1)N1CCCC1	nt	-1	-6%	1%	-6%	6	?	0%	-4	4
COc1cc(NC(=O)CN2CCN(c3ccccn3)CC2)cc(OC)c1OC	-5%	12	29%	5%	-12%	0	0%	-3%	21	-2
COc1ccc(CC(C)NS(=O)(=O)c2ccc3c(c2)CCN3S(C)(=O)=O)cc1OC (stereo not given)	14%	-5	16%	1%	-37%	nt	-14%	0%	28	3
COc1ccc(NC(=O)CCCNC(=O)Cn2cnc3sc4c(c3c2=O)CCCC4)c(OC)c1	-6%	-24	-13%	0%	?	5	?	2%	-11	5

Later entries.
SMILES	A-T KAP1 phos	hERG WT inh	CXXC DNA block	S-ASM inh	a7 integrin act	FBPA coupling cs	MBNL1 CUG block	GALK inhibitor	KCNH2 3.1 inh	TRPV1 ag
Cc1oc(-c2ccccc2)nc1C(=O)OCC(=O)NCc1ccccc1	-3%	-11	nt	-6%	-31%	nt	nt	nt	1	8
CCc1ccc(OC(=O)Nc2ccccc2)cc1	5%	6	8%	-2%	29%	-1	-1%	-4%	-13	0
CCc1c(C)nc(SCC(=O)N2CCN(c3ccccc3OC)CC2)[nH]c1=O	0%	-4	-3%	-2%	-12%	-1	-2%	1%	2	-1
CCOc1ccc(CCNC(=O)COC(=O)c2cccc(S(=O)(=O)N(C)C)c2)cc1OCC	nt	-4	nt	-3%	-42%	nt	nt	nt	6	nt
Cc1ccc(N2CC(C(=O)Nc3ccccc3C(=O)NC3CCCCC3)CC2=O)cc1 (stereo not given)	nt	10	3%	-1%	21%	0	21%	0%	-10	0
CCC(C)c1ccccc1NC(=S)Nc1cccnc1 (stereo not given)	-2%	-2	6%	-1%	16%	2	0%	-1%	-12	-1
CC1CCCC(NC(=O)CSc2nncs2)C1C (stereo not given)	-6%	-12	nt	0%	-17%	nt	nt	nt	1	0
COc1ccc(CC(=O)Nc2cc(C)on2)cc1	0%	10	5%	-1%	-12%	2	0%	0%	4	0
CCc1nnc(NC(=O)CSc2ccc(-c3ccc(C)cc3)nn2)s1	-1%	10	-13%	-1%	-1%	1	27%	-1%	-8	?
Cc1c(C(N)=O)c(N)c(C(=O)c2ccccc2)n1-c1ccccc1	2%	9	9%	-5%	17%	0	24%	1%	-2	2
CC1(C)Cn2c(nnc2-c2cccc(O)c2)S1	12%	11	-5%	6%	-19%	0	-6%	-4%	-18	5
Cc1ccc(CNC(=O)CCCc2cn(C)c3ccccc23)cc1	3%	-10	15%	-2%	4%	-2	1%	nt	6	?
Cc1cc(N2CCCCC2)ccc1[N+](=O)[O-]	-1%	-10	-4%	-4%	-23%	-5	9%	1%	-12	-3
CN(c1ccccc1C(=O)Nc1ccc(S(=O)(=O)N2CCOCC2)cc1)S(=O)(=O)c1ccccc1	-1%	-4	-4%	7%	-12%	3	nt	0%	-19	22
O=[N+]([O-])c1nn(-c2ccccc2)[n+]([O-])c1N1CCN(c2ccccc2)CC1	-6%	1	0%	-2%	-4%	3	29%	2%	-13	-5
Cc1cc(NC(=O)c2cc(-c3ccc(C)c(C)c3)nc3ccccc23)no1	8%	-2	9%	1%	-15%	-3	16%	1%	1	6
O=C(Nc1ccc(F)cc1)N(Cc1ccco1)Cc1cc2cc3c(cc2[nH]c1=O)OCO3	26%	-8	13%	5%	10%	-4	21%	-1%	-8	1
CCOC(=O)C(=O)N(Nc1ccccc1C)c1ccccc1C	2%	nt	-21%	-1%	-15%	-2	10%	1%	16	?
Cc1cc(C)c(S(=O)(=O)NCc2cccnc2)c(C)c1	6%	-3	45%	1%	4%	2	-10%	-2%	18	1
CCCC(=O)Nc1ccccc1-c1nnn(CC(=O)Nc2ccc(OC)cc2)n1	2%	-2	25%	-1%	-11%	1	9%	1%	-14	1

High-throughput results from PubChem BioAssay.
